PP5 inh: PP5 (human) phosphatase inhibition | purified PP5c, OMFP substrate fluorescence | P53041 | 320,000 compounds, 0.18% hits | inhibition, % at 6.7 µM;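 active = inhibition above the campaign's mean inhibition across all tested compounds plus 3 SD, cut at about 9.5% in these data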;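 note: 0% = DMSO only and 100% = 100 µM cantharidin control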
Target sequence (P53041 whole entry, looked up): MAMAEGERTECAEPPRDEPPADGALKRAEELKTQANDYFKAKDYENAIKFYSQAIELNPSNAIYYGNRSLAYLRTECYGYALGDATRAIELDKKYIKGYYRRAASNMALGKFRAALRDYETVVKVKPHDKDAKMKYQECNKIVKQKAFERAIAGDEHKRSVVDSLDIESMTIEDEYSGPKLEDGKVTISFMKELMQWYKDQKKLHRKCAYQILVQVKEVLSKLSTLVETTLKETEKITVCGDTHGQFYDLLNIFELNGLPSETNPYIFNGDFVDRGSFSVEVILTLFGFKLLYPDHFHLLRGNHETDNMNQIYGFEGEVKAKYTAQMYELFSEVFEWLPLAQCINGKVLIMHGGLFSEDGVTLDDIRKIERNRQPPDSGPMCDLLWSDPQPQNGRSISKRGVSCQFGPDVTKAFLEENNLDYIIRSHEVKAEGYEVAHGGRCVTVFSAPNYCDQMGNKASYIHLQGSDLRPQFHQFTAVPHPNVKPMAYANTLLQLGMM
CTSL1 counter: blocks F. hepatica cathepsin L1 in PFM18AAP counter-screen; recombinant F. hepatica cathepsin L1, Z-Leu-Arg-MCA fluorescence; inhibition, % at 5.96 µM; 300,000 compounds, 0.49% hits;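 active = inhibition above the mean of all tested compounds plus 3 SD, set per screening campaign, cut at about 17% in these data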;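 note: 0% = plate median of test compound wells and 100% = 1 µM Z-Phe-Ala-diazomethylketone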
core dimer inh: HCV core protein dimerization inhibition. TR-FRET GST/Flag-core106 dimerization, 1536-well. inhibition, % at 5 µM. 300,000 compounds, 0.33% hits;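 active = inhibition above the mean of all tested compounds plus 3 SD, set per screening campaign, cut at about 45% in these data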
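test system = GST/Flag-tagged HCV core106 proteins | probe or stimulus = Eu donor and XL665 acceptor anti-tag antibodies | times = compound-protein-antibody incubation 4 h at 22.5 °C | signal = TR-FRET, excitation 340 nm, emission 617 and 671 nm | measure = percent inhibition of core106 dimerization signal | controls = wells lacking GST-core106 and wells with excess unlabelled core106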
proCasp7 act: counter-screen: procaspase-7 (human) activation | 330,000 compounds, 0.093% hits | activation, % at 8.5 µM | AID 463210 | recombinant procaspase-7, Ac-DEVD-pNA absorbance 405 nm; D23A/D198A/D206A triple mutant, cannot self-cleave; scale: DMSO 0, 5 µM enzyme 100 | P55210;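 active = percent activation above the screen-wide mean plus 3 SD, cut at about 25% in these data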
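Assay system – Uncleavable procaspase-7 mutant enzyme · Quantity – 2 µM procaspase-7 mutant as dispensed · Times – 1 h preincubation, 2 h reaction · Dosing – single nominal 8.5 µM compound dose, 0.8% DMSO final · Buffer or medium – Zinc-free 50 mM HEPES buffer, pH 7.4, with NaCl and Triton X-100 · Detection – Epi-absorbance of released pNA at 405 nm, two timepoints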
JMJD2C inh: human JMJD2C demethylase inhibition; 330,000 compounds, 0.069% hits; inhibition, % at 2.35 µM; GST-JMJD2C(1-420) H3K9me3 demethylation, DELFIA europium; Q9H3R0;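 active = more than half of a compound's replicate wells show inhibition beyond 50%, single wells judged on their own value; inconclusive = some, but no more than half, of replicates pass 50% inhibition; inactive = no replicate passes 50% inhibition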;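 note: signal counts dimethyl H3K9 product captured on neutravidin plate; 0% = median of DMSO wells and 100% = 0.3 times that DMSO median; strong numbers were not always called active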
TPT1 inhibitor: blocks Candida albicans tRNA 2'-phosphotransferase; recombinant caTPT1, FP RNA substrate dephosphorylation; inhibition, % at 5 µM; 300,000 compounds, 0.81% hits;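 active = inhibition above the mean of all tested compounds plus 3 SD, set per screening campaign, cut at about 24% in these data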;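 note: plate controls were DMSO alone for no effect and ferristatin control at 100 nM for full effect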
proCasp3 act: activators of human procaspase-3; P42574; recombinant procaspase-3 D3A, Ac-DEVD-pNA absorbance 405 nm; activation, % at 8.5 µM; 330,000 compounds, 0.11% hits; AID 463141;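 active = activation above the mean of all tested compounds plus 3 SD, cut at about 21% in these data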;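 note: 0% = DMSO alone and 100% = DMSO wells spiked with extra 5 µM PC-3 D3A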
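Test system: Procaspase-3 D3A mutant, all three cleavage aspartates alanine | Dosing: Single dose, 8.5 µM nominal compound, 0.8% DMSO | Schedule: 1 h preincubation, 2 h reaction | Technique: 405 nm absorbance of p-nitroaniline, reads at 0 and 120 min | Repeats: One well per compound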
PP1 inh: blocks human PP1-alpha phosphatase, a PP5 counter-screen. inhibition, % at 6.7 µM. 320,000 compounds, 0.9% hits. AID 2235. purified PP1alpha, OMFP fluorescence. P62136;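 active = inhibition above the mean inhibition of all tested compounds plus 3 SD, computed separately for each screening campaign, cut at about 15% in these data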
Target sequence (P62136 whole entry, looked up): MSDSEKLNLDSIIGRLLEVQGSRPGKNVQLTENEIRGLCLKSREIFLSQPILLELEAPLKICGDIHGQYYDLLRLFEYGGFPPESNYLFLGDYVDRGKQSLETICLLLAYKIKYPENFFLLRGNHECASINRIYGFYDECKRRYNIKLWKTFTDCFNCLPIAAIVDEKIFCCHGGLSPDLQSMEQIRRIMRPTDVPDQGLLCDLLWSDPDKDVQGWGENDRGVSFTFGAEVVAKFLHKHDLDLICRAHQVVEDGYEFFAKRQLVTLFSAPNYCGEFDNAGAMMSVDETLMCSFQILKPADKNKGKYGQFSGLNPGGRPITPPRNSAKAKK
Efflux pump inh: antifungal efflux pump inhibition, Nile Red retention; S. cerevisiae Candida pump triplex; AID 485275; 330,000 compounds, 0.44% hits; inhibition, % at 10 µM;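 active = plate passing quality check with inhibition over a set limit, or well fluorescence over plate mean plus 4 SD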;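 note: Nile Red retained in pooled yeast measured as flow cytometry median fluorescence; 0% = buffer negative control and 100% = Enniatin B positive control; higher means more Nile Red kept so more efflux inhibition; some compounds called inactive have numbers as strong as hits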
Numbers without * were called inactive; ? = inconclusive; . = not tested or not shown.

#	compound	PP5 inh	CTSL1 counter	core dimer inh	proCasp7 act	JMJD2C inh
1	O=S(=O)(NCCC1CC1(Cl)Cl)c1ccc(Cl)cc1 (stereo unspecified)	0.0	0	3	7	24
2	COc1ccccc1OCc1nnc(SCC(=O)N2CCCC2)o1	-0.8	1	-6	5	2
3	Cc1cccc(C)c1NC(=S)/C(=C(\[O-])c1cccs1)[n+]1ccccc1	-1.2	6	9	-3	3
4	O=C(CN(C(=O)c1csnn1)c1ccc(F)c(Cl)c1)NC1CCCC1	1.8	-3	11	-18	-3
5	Oc1ccccc1N1CCN(c2ncnc3scc(-c4ccccc4)c23)CC1	6.0	-1	25	-9	4
6	O=C(NCc1ccccc1F)C1CC(=O)N(c2ccc3c(c2)OCCO3)C1 (stereo unspecified)	-0.9	-5	4	2	-32
7	Cc1c(NC(=O)COC(=O)COc2ccc(Nc3ccccc3)cc2)c(=O)n(-c2ccccc2)n1C	-2.2	3	22	3	11
8	CNC(=O)CSc1nc2sccc2c(=O)n1-c1ccccc1	2.8	-1	29	2	-4
9	C[C@@H](NC(=O)[C@@H]1Cc2ccccc2CN1)C(=O)NCC1CCCO1 (stereo partly specified)	-1.0	8	6	-1	-17
10	Nc1ccc(-n2c(N)c(C(=O)NCc3ccc4c(c3)OCO4)c3nc4ccccc4nc32)cc1	3.4	5	-9	44*	-6
11	O=C(O)c1ccc(-n2cc(C(=O)c3ccccc3O)cn2)cc1	-1.6	-2	-15	-6	-14
12	CC(C)CN(CC(C)C)C(=S)Nc1ccc(Cl)cc1	1.6	-2	-1	-28	1

#	TPT1 inhibitor	proCasp3 act	PP1 inh	Efflux pump inh
1	1	-2	-3	0.1
2	-5	5	1	-0.1
3	1	-4	-1	0.1
4	0	-8	3	0.0
5	5	0	13	0.1
6	1	2	-9	0.0
7	2	-9	-3	-0.2
8	7	10	2	-0.1
9	1	7	0	-0.1
10	-2	-5	0	0.0
11	-2	-6	-5	0.7
12	1	-8	3	0.0

(further entries)
#	compound	PP5 inh	CTSL1 counter	core dimer inh	proCasp7 act	JMJD2C inh
13	O=C(c1ccc([N+](=O)[O-])cc1)n1nc(-c2ccccc2)nc1NCc1ccc(F)cc1	3.8	7	-3	-9	0
14	COc1cc(NC(=O)c2csc(-c3ccncc3)n2)cc(C(=O)Nc2cccc(C(F)(F)F)c2)c1	5.8	2	6	-1	6
15	Nc1nc(SCC(=O)Nc2ccc(Cl)cc2C(F)(F)F)n[nH]1	1.5	4	-4	-4	15
16	O=C(COc1cccnc1[N+](=O)[O-])N1CCN(S(=O)(=O)c2ccccc2)CC1	1.1	2	-1	-4	-7
17	Cc1ccccc1NC(=S)Nc1ccccn1	1.4	1	-2	-9	-18
18	CCN(Cc1ccccc1)C(=O)C1CCN(c2ncnc3c2nc2n3CCCCC2)CC1	1.8	-1	-3	1	5
19	CC(C)Cc1nnc(NC(=O)CN2C(=O)NC3(CCCCC3)C2=O)s1	2.7	-7	-16	-3	-17
20	CCc1ccccc1NC(=O)CN(C)C(=O)CN1C(=O)NC2(CCCCCC2)C1=O	-1.5	2	0	3	0
21	Cc1cc(NC(=O)c2c(-c3c(F)cccc3Cl)noc2C)no1	-2.7	-3	1	2	3
22	O=c1c(Oc2ccccc2)coc2cc(O)cc(O)c12	1.0	0	-3	-5	0
23	O=C(CCSCc1ccccc1Cl)NCc1cccs1	0.0	0	-3	1	3
24	COc1ccc2nc(N/C(N)=N/S(C)(=O)=O)nc(C)c2c1	1.7	4	-2	8	4

#	TPT1 inhibitor	proCasp3 act	PP1 inh	Efflux pump inh
13	-8	4	-6	0.2
14	-1	3	-1	0.1
15	3	10	-3	-0.2
16	3	-3	-3	0.1
17	0	-6	0	0.0
18	-2	9	2	0.0
19	-2	3	1	0.1
20	-2	2	-2	-0.1
21	0	7	-8	-0.1
22	-4	5	1	-0.2
23	4	-4	-5	0.1
24	-1	3	-5	-0.1

Entries of single compounds, quoted from the list. Order of values: PP5 inh	CTSL1 counter	core dimer inh	proCasp7 act	JMJD2C inh	TPT1 inhibitor	proCasp3 act	PP1 inh	Efflux pump inh
Profile of COc1ccccc1OCc1nnc(SCC(=O)N2CCCC2)o1 = -0.8	1	-6	5	2	-5	5	1	-0.1
Profile of Cc1c(NC(=O)COC(=O)COc2ccc(Nc3ccccc3)cc2)c(=O)n(-c2ccccc2)n1C = -2.2	3	22	3	11	2	-9	-3	-0.2

(continued)
#	compound	PP5 inh	CTSL1 counter	core dimer inh	proCasp7 act	JMJD2C inh
25	COc1c(C)cc(C(=O)C2CCCN(C(=O)c3cc(C)on3)C2)cc1C (stereo unspecified)	-1.9	0	1	3	-16
26	O=C(CSc1ccc(Br)cc1)N1CCOCC1	-0.1	-1	2	-2	2
27	C[C@@H]1NC(=O)c2cc([N+](=O)[O-])cc(I)c2NCCCC[C@@H](C(N)=O)NC(=O)[C@H](CC(N)=O)NC1=O	-0.3	3	0	-11	4
28	COc1cc(C(=O)/C=C/Nc2ccc(NC(C)=O)cc2)cc(OC)c1OC	-0.1	7	-1	3	5
29	CCOCCCNC(=O)Cn1cnc2c(cnn2-c2ccc(OC)cc2)c1=O	0.0	0	11	14	3
30	CCN(CC)S(=O)(=O)c1ccc2oc(Nc3ccccc3)nc2c1	4.7	-9	17	0	-2
31	CNC(=O)c1cccnc1Nc1cccc(C(F)(F)F)c1	5.1	1	1	-2	-6
32	CCOc1[nH]n(-c2ccccc2)c(=O)c1C=NCc1cccnc1	0.3	0	-5	-3	3
33	O=C(Cn1c(C(=O)N2CCc3ccccc3C2)cc2sccc21)c1ccccc1	4.3	-2	16	-2	4
34	O=S(=O)(c1ccc(F)c(F)c1)N1CCN(c2ccccn2)CC1	-0.6	0	0	6	8
35	O=C(Cc1cccs1)N1CCN=C1SCc1ccc(F)cc1	-1.3	-3	3	-2	-3
36	S=C(NCc1ccccc1)Nc1ccc2cn[nH]c2c1	-0.5	0	0	1	1

#	TPT1 inhibitor	proCasp3 act	PP1 inh	Efflux pump inh
25	-3	5	1	0.0
26	-2	9	-3	-0.1
27	-3	8	-1	-0.1
28	6	3	0	-1.2
29	0	2	0	-0.2
30	-3	-5	6	0.0
31	1	6	-1	0.1
32	0	2	-5	-0.1
33	0	8	3	0.3
34	1	-4	3	0.1
35	2	-1	5	-0.1
36	-1	1	0	0.1

Following part.
#	compound	PP5 inh	CTSL1 counter	core dimer inh	proCasp7 act	JMJD2C inh
37	O=C(CCc1ccccc1)NC1(Cc2ccccc2)CCN(CCCc2ccccc2)C1=O (stereo unspecified)	0.9	.	.	2	3
38	Cc1cc(C)n(CC(=O)N/N=C/c2cc([N+](=O)[O-])ccc2O)n1	1.8	5	-3	-12	5
39	CCn1c(SCC(=O)N2CCCc3ccccc32)nc2ccccc2c1=O	2.4	4	9	-3	?
40	CN(C)c1oc(-c2ccccc2F)nc1C#N	2.4	0	-3	-2	-11
41	CC1(C)Cc2c(c(-c3ccccc3)[nH]c(=O)c2C#N)CO1	1.9	-3	-5	-1	9
42	N#CC1(NC(=O)COC(=O)c2ncc(Cl)c(Cl)c2Cl)CCCCC1	0.0	-9	4	2	-2
43	CCN(CC)C(=O)Cn1c(=O)n(CCC(=O)Nc2ccc(F)cc2)c(=O)c2sccc21	-0.8	-3	-2	0	60
44	CCC(C(=O)O/N=C(\N)c1ccccc1)c1ccccc1 (stereo unspecified)	-0.7	-3	-2	0	1
45	COC(=O)c1cc(-c2cccc(OC)c2)on1	0.5	-2	-4	4	-20
46	C#CCOC(=O)CCCC(=O)NCCCCCCCC	0.6	1	-6	3	5
47	O=C(c1ccc2c(=O)n3c(nc2c1)CCC3)N1CCN(S(=O)(=O)c2cccc(F)c2)CC1	0.7	0	1	2	0
48	Cc1cc(C(=O)CCC(=O)NCC2COc3ccccc3O2)c(C)s1 (stereo unspecified)	-0.8	-1	3	5	20

#	TPT1 inhibitor	proCasp3 act	PP1 inh	Efflux pump inh
37	.	7	0	0.1
38	-3	-14	-3	19*
39	1	0	12	-0.1
40	-3	0	0	0.0
41	-4	4	-1	-0.1
42	0	-4	-7	0.2
43	-2	14	0	-0.2
44	-1	-6	-4	-0.1
45	-12	-7	-11	0.1
46	1	-1	-6	0.1
47	-1	9	-3	-0.1
48	3	-8	-2	0.0

Other records
#	compound	PP5 inh	CTSL1 counter	core dimer inh	proCasp7 act	JMJD2C inh
49	COc1ccc(N2CCN(S(=O)(=O)c3ccc4c(c3)OCCO4)CC2)cc1	3.7	4	0	2	-16
50	CC(C)NC(=O)c1cc(-c2ccco2)on1	0.9	-7	-4	-4	75
51	Cc1ccc([C@@H]2[C@@H]3C(=O)N(c4ccccc4)C(=O)[C@@H]3[C@]3(C)C(=O)N(Cc4ccccc4)CC(=O)N23)o1	-1.8	-4	-1	4	-19
52	COc1cccc(C(=O)NCCS(=O)(=O)NCc2cccnc2)c1	-0.1	-3	0	4	38
53	Cc1cccc(N2CC34C=CC(O3)C(C(=O)O)C4C2=O)c1 (stereo unspecified)	-1.0	-2	-1	-3	1

#	TPT1 inhibitor	proCasp3 act	PP1 inh	Efflux pump inh
49	-2	-6	1	-0.1
50	-3	3	-2	-0.1
51	4	1	-4	0.3
52	3	5	-4	0.0
53	-6	-2	-2	0.0

Rows were taken by chance; about 2.9% have a hit in one of these screens.
